# PI5P4Ka inh: qHTS for Inhibitors of phosphatidylinositol 5-phosphate 4-kinase (PI5P4K); Phosphatidylinositol 5-phosphate 4-kinase type-2 alpha (Homo sapiens), P48426; max response, %; PI5P4Kalpha enzyme, ADP-Glo luminescence, 60 min; stronger effect = lower value; hit rate 1.2% among 330,000; active = max response of -50% or lower; inconclusive = between -30% and -50%; inactive = -30% or higher; also: value at the top dose of about 77 µM; % is scaled to controls: 0 for no effect and ±100 for the full control effect
#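 Luminescence from ADP-Glo served as readout of PI5P4Kalpha activity in a qHTS format. Reaction: enzyme, substrate, compound, ATP at 5 microM final, 60 min at RT.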
# WRN helicase inh: qHTS for Inhibitors of WRN Helicase. Bifunctional 3'-5' exonuclease/ATP-dependent helicase WRN (Homo sapiens), Q14191. WRN helicase unwinding, fluorescent forked duplex, kinetic. Potency, µM (series often up to 114 µM), for inactives: at the highest dose activity change, negative = inhibition, usual class: inhibitors. hit rate 0.46% among 360,000. AID 651768, 2012; also: potency is read from the fitted curve at half-maximal effect; % is scaled to controls: 0 for no effect and ±100 for the full control effect; nearly all actives have a fitted effect of over 55% in size
# Target sequence (Q14191 whole entry, looked up): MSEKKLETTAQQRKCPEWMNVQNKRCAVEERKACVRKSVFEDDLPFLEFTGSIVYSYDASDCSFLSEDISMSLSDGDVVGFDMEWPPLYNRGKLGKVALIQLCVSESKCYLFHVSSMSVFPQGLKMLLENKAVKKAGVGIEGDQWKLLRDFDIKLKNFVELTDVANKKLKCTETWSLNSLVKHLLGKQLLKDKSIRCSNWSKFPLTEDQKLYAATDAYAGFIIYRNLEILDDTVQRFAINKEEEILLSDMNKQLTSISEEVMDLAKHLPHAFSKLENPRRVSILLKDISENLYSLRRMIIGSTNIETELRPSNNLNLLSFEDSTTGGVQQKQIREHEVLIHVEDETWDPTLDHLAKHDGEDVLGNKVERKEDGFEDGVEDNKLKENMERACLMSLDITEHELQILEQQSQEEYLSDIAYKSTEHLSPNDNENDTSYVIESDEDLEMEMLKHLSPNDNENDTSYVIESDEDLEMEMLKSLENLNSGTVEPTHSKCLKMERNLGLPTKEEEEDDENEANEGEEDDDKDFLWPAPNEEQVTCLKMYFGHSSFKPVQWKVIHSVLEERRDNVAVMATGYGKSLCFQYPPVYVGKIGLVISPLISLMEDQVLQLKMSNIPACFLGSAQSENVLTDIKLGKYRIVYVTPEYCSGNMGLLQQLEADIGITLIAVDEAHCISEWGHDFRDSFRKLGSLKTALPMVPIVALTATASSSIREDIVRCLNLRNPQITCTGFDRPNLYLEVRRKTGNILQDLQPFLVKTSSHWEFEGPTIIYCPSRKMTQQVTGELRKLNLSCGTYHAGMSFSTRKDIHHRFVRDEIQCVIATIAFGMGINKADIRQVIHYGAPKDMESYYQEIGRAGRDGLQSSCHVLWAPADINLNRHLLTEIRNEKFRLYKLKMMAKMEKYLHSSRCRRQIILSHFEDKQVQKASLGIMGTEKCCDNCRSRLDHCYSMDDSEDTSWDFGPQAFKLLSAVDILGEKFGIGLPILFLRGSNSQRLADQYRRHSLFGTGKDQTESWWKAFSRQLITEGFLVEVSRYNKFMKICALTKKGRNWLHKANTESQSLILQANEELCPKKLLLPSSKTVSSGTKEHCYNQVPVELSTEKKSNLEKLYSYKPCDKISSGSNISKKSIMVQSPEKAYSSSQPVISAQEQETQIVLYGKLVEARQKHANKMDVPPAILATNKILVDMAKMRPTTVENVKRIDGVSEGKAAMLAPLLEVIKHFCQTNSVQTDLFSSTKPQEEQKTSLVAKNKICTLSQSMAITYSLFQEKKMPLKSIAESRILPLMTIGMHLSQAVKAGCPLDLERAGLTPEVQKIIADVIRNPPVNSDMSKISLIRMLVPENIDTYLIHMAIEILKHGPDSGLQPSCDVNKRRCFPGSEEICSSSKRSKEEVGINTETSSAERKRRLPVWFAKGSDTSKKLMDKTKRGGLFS
#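 Kinetic fluorescence helicase assay: unwinding of a quenched forked DNA duplex (100 nM final) with 2 mM ATP final raises red fluorescence (525/598 nm). Compounds sat 15 min at room temperature with 20 nM WRN beforehand.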
# EPAC1 antagonist: qHTS for Antagonist of cAMP-regulated guanine nucleotide exchange factor 3 (EPAC1): primary screen; Rap guanine nucleotide exchange factor 3 (Homo sapiens), O95398; EPAC1 GEF assay, Rap1b-BODIPY-GDP exchange fluorescence; Potency, µM (highest dose often 115 µM), for inactives: at the highest dose activity change, negative = inhibition, most hits filed as inhibitors; hit rate 0.14% among 360,000; AID 720709, 2013;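 also: potency is read from the fitted curve at half-maximal effect; plate controls were vehicle for no effect and positive control for full effect; nearly all actives have a fitted effect of over 50% in size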
# MmCpn inh: Inhibitors of TCP-1 ring complex (TRiC) of Methanococcus maripaludis (MmCpn): qHTS; Potency, µM (doses to about 76.9 µM), for inactives: top-dose activity, negative = inhibition, usual class: inhibitors; AID 504842, 2011; hit rate 0.031% among 330,000; purified Mm-Cpn ATPase, ADP Transcreener TR-FRET; Chaperonin Mm-Cpn (Methanococcus maripaludis); also: potency is read from the fitted curve at half-maximal effect; % is scaled to controls: 0 for no effect and ±100 for the full control effect; nearly all actives have a fitted effect of over 80% in size
#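 ATPase read-out: TR-FRET ADP immunoassay (anti-ADP Eu cryptate vs ADP-d2), ex 320 nm, em 590/665 nm; signal drops as ADP forms. Enzyme 25 nM, ATP 10 uM, 30 min at 37°C after 10 min compound preincubation.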
# PLK1 PBD block: qHTS for Inhibitors of PLK1-PDB (polo-like kinase 1 - polo-box domain): Primary Screen; Serine/threonine-protein kinase PLK1 (Homo sapiens), P53350; Plk1 PBD binding of FITC phosphopeptide, fluorescence polarization; Potency, µM, inactives show max response, negative = inhibition, hits mostly inhibitors; hit rate 2.8% among 360,000; also: potency is read from the fitted curve at half-maximal effect; series mostly up to about 57 µM; % is scaled to controls: 0 for no effect and ±100 for the full control effect; nearly all actives have a fitted effect of over 65% in size
# EPAC2 antagonist: qHTS for Antagonist of cAMP-regulated guanine nucleotide exchange factor 2 (EPAC2): primary screen; Potency, µM (top dose mostly 114 µM), without a hit: at the top dose activity, negative = inhibition, usual class: inhibitors; EPAC2 GEF exchange of Rap1B-BODIPY-GDP, fluorescence; Rap guanine nucleotide exchange factor 4 (Homo sapiens), Q8WZA2; hit rate 0.18% among 360,000; also: potency is read from the fitted curve at half-maximal effect; % is scaled to controls: 0 for no effect and ±100 for the full control effect; nearly all actives have a fitted effect of over 45% in size; many of its hits are not listed in these tables
# EPAC1 ag: qHTS for Agonist of cAMP-regulated guanine nucleotide exchange factor 3 (EPAC1): primary screen. EPAC1 agonist qHTS, biochemical assay; response scale: 100% = response to 6.5 mM cAMP. Potency, µM (series often up to 154 µM), without a hit: at the top dose activation, hits mostly activators. AID 720707, 2013. hit rate 0.073% among 360,000; also: potency is read from the fitted curve at half-maximal effect; nearly all actives have a fitted effect of over 60% in size
#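 Read-out is the fluorescence drop as BODIPY-GDP leaves Rap1B (480 nm excitation, 540 nm emission), recorded every 5 minutes over 30 minutes. Reactions held 100 nM EPAC1, 250 nM Rap1B–BODIPY-GDP and 50 uM GDP, with 6.5 mM cAMP setting full activation.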
# CCT modulator: High-Throughput Screening for Modulators of Cytosolic Chaperonin Activity; activity change, % (test concentration not listed), hits read low; purified chaperonin ATPase assay, HTRF ADP detection, 30 min; hit rate 0.3% among 360,000; in the data active = activity change below about -30%; also: % is scaled to controls: 0 for no effect and ±100 for the full control effect
#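 We incubate TRiC, 40 or 20 nM final, with library compounds at 76 uM and 10 uM ATP for 30 min at 37 °C. ADP formed is detected with Transcreener HTRF reagents after 30 min at room temperature.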
# Numbers without * were called inactive; ? = inconclusive; nt = not tested or not shown; [ ] = dose if it differs, or a comment. Unless noted, calls follow the shape of the dose curve; as a rule, active = well fitted curve in the direction sought with a large enough effect; inconclusive = small, poorly fitted or top-dose-only effect, or another doubt; inactive = no such curve, though single readings can be large; an effect the other way counts as inactive or inconclusive. Only part of the results is shown; count on the stated rates, not on these rows.
SMILES,PI5P4Ka inh,WRN helicase inh,EPAC1 antagonist,MmCpn inh,PLK1 PBD block,EPAC2 antagonist,EPAC1 ag,CCT modulator
O=C1CSC(c2cn(-c3ccccc3)nc2-c2cc3ccccc3o2)N1Cc1ccccc1 (stereo not given),10,-20%,-9%,0%,-5%,1%,-4%,1.7
COCCNC(=O)C1CCN(S(=O)(=O)c2c(C)noc2/C=C/c2cccs2)CC1,0,8%,-7%,-1%,-8%,2%,-2%,-0.4
COc1cc(C#N)c(NC(=S)N2CCN(C(=O)c3ccco3)CC2)cc1OC,-2,-10%,-18%,nt,-3%,-6%,6%,3.4
CSc1ccccc1NC(=O)CN(C)Cc1cccc(Cl)c1,18,?,-10%,-1%,-4%,?,19%,1.5
Cc1ccc(S(=O)(=O)NCC(=O)NCc2ccncc2)cc1,-8,2%,-3%,-1%,-4%,2%,7%,-2.7
O=C(Nc1cccc(S(=O)(=O)N2CCCCC2)c1)c1ccc(OCC2CCCO2)cc1 (stereo not given),-4,7%,6%,-1%,5%,0%,6%,-5.6
Cc1cc(=O)[nH]c(SCC(=O)Nc2ccc(Br)cn2)n1,nt,-6%,7%,0%,-7%,-1%,5%,-5.3
CSc1ccc(/C=C/C(=O)OCC(=O)N2CCc3ccccc32)cc1,-4,-8%,-8%,-8%,-8%,4%,6%,0.7
O=C(COc1ccccc1F)NNC(=O)c1ccc(F)c(S(=O)(=O)N2CCOCC2)c1,-3,-10%,-8%,0%,0%,-2%,5%,1.7
COc1cccc2c1Oc1ncccc1N(C(=O)CCC(=O)NCc1ccccc1Cl)C2,-4,-1%,-15%,1%,-6%,0%,-3%,-2.2
COc1ccc2oc(=O)cc(CN(C)Cc3ccccc3)c2c1,0,1%,-12%,-3%,-11%,-13%,13%,-7.6
Fc1ccc(-c2nc3c(Cl)cc(C(F)(F)F)cn3c2Cc2ccsc2)cc1,-1,2%,-7%,nt,-11%,5%,-1%,0.4
COC(=O)c1cc(S(=O)(=O)NCC2CCN(Cc3cccc(F)c3)CC2)cn1C,-6,-4%,2%,-3%,-11%,-4%,-1%,-1.7
CC(CCc1ccccc1)NC(=O)CNC(=O)COc1ccccc1 (stereo not given),5,4%,?,-1%,-9%,3%,2%,-0.3
COC(=O)C1CCN(c2ccc([N+](=O)[O-])cc2[N+](=O)[O-])CC1,3,3%,-12%,-1%,-19%,2%,10%,-1.2
COc1ccc(CN2CCN(C(=O)CCC(=O)c3ccc(C)s3)CC2)cc1OC,?,-22%,-8%,-4%,-13%,3%,0%,-0.1
COc1ccccc1-c1csc(C(O)c2cccc(Cl)c2)n1 (stereo not given),17,-16%,-25%,nt,-6%,?,-8%,0.1
Cc1cccc(NC(=O)c2ccc(S(=O)(=O)NCc3cccnc3)cc2)c1,5,-3%,13%,0%,-2%,2%,6%,1.4
COc1ccc(/C=C/C(=O)CCC(=O)O)cc1,-2,15%,-17%,-7%,-4%,1%,-13%,1.9
COC(=O)[C@H](Cc1ccccc1)NC(=O)N1CCC(C)CC1,nt,-7%,5%,-3%,2%,-13%,4%,1.4
CCNC(=O)C1(C)CCN(C(=O)c2cc(C)oc2C)C1 (stereo not given),2,4%,-11%,nt,-3%,9%,2%,-2.6
COc1ccc(C(=O)c2[nH]c(N)c(C(=O)NCCc3c[nH]c4ccccc34)c2-c2ccccc2Br)cc1,2,-3%,-19%,nt,1%,-2%,-5%,-0.7
O=C(CNCc1ccccc1Cl)Nc1ccc(C(=O)N2CCCCC2)cc1,0,-6%,-17%,1%,1%,-3%,0%,-3.8
N/C(=N\OC(=O)/C=C/c1ccc(Br)cc1)c1ccccn1,-5,-3%,7%,-1%,-1%,-2%,-6%,3.9
O=c1oc(Nc2ccccc2Cl)nc2ccccc12,0,-4%,-5%,0%,-4%,8%,-5%,-0.2
# Continued:
SMILES,PI5P4Ka inh,WRN helicase inh,EPAC1 antagonist,MmCpn inh,PLK1 PBD block,EPAC2 antagonist,EPAC1 ag,CCT modulator
Cc1noc(C)c1S(=O)(=O)N(C)C[C@H]1Oc2c(NC(=O)NC(C)C)cccc2C(=O)N([C@H](C)CO)C[C@@H]1C,-1,3%,-1%,2%,-14%,-9%,3%,-2.9
COc1cccc(CN(C)CC(=O)NCc2ccccc2Cl)c1OC,0,7%,-5%,1%,-3%,?,-16%,-2.5
Cc1cccc(C)c1NC(=O)CSCC(=O)c1ccc(O)c(O)c1,-5,?,-19%,0%,?,12%[57.1 µM],-8%,0.0
CCn1cc(CN2CCC(n3nccc3NC(=O)C(OC)c3ccccc3)CC2)cn1 (stereo not given),-5,-13%,2%,nt,4%,12%,0%,-3.7
Cc1ccc(-n2nc3c(N4CCC(C(=O)N5CCCCCC5)CC4)nnc(C)c3c2C)cc1,2,1%,-25%,2%,1%,0%,-3%,-0.6
CCCOc1ccc(F)cc1-c1cc(C(=O)Nc2ccc(OC)cc2OC)[nH]n1,6,-4%,-14%,nt,-13%,-5%,5%,-1.3
O=c1c2c(nc3nc(NCc4ccc(Cl)cc4)[nH]n13)CCC2,0,2%,-17%,-29%,-15%,-7%,7%,-1.1
O=C(COC(=O)c1ccc([N+](=O)[O-])s1)c1ccc[nH]1,?,-6%[11.6 µM],-17%,?,-5%,-1%,1%,-0.5
Cc1ncoc1C(=O)NCc1ccccc1Cl,-3,5%,-16%,-1%,-3%,6%,-1%,0.8
O=C(CNC(=O)c1ccc(S(=O)(=O)N2CCCC2)cc1)N/N=C/c1ccc(F)cc1,0,7%,-12%,3%,?,4%[57.1 µM],-9%,1.1
CC(CCCC(C)(C)O)NCc1cn[nH]c1-c1ccc2c(c1)OCO2 (stereo not given),0,-9%,7%,3%,-1%,-4%,1%,-1.5
COc1ccc(-n2c(=S)[nH]c3cc(C(=O)NCCCN4CCOCC4)ccc3c2=O)cc1OC,-8,4%,22%,1%,-6%,3%,-5%,-1.0
CC(=O)N1CCc2cc(S(=O)(=O)NCCN3CCC(C)CC3)ccc21,2,2%,1%,0%,0%,10%,-2%,0.7
O=C(Cn1c(-c2ccccc2)noc1=O)Nc1ccc(S(=O)(=O)N2CCOCC2)cc1,10,0%,-16%,0%,-3%,-6%,4%,0.4
COc1ccc(-n2c(=O)cc(N3CC(C)OC(C)C3)[nH]c2=O)cc1 (stereo not given),-2,2%,-10%,0%,4%,8%,-7%,0.1
CC(=O)c1cn(N2CCCCC2)c(=O)[nH]c1=O,-1,6%,0%,1%,-12%,-3%,17%,-1.8
Cc1ccc(C(C(=O)NCC2CCCO2)N(C(=O)c2snc(C(N)=O)c2N)c2ccc(C(C)C)cc2)o1 (stereo not given),-1,2%,?,-3%,-11%,-9%,0%,-1.7
Cc1cc2n(n1)C(c1ccccc1Cl)Nc1ccccc1-2 (stereo not given),nt,-3%,-2%,1%,-3%,10%,10%,-0.8
Cc1ccc(-n2nc3c(c2NC(=O)c2c(-c4ccccc4Cl)noc2C)CS(=O)(=O)C3)c(C)c1,-5,3%,0%,0%,7%,-1%,7%,0.7
CCOc1ccc(OCc2cccc(C(=O)N(CC)CC)c2)cc1,0,2%,8%,3%,1%,2%,-7%,-0.8
COC(=O)[C@@]12CCCCN1[C@H](c1ccc(-c3cccc(Cl)c3)c(OC)c1)[C@@H]1C(=O)N(C)C(=O)[C@@H]12,14,-12%,-5%,-5%,4%,9%,-4%,-1.4
CCOc1ccc(NC(=O)C2CCCCN2S(=O)(=O)c2ccccc2)cc1 (stereo not given),nt,1%,13%,1%,-13%,1%,9%,0.1
Cc1ccc(NC(CC(=O)c2ccccc2)c2ccc(F)cc2)cc1 (stereo not given),nt,-9%,-5%,1%,0%,-7%,4%,-1.2
O=C1CN(C(=O)COC(=O)c2ccc(Br)o2)c2ccccc2N1,7,-1%,-5%,0%,-4%,-3%,13%,0.0
CCOc1ccc(NC(=O)C2CCC(N3C(=O)C4CC=CCC4C3=O)CC2)cc1 (stereo not given),2,12%,9%,1%,-4%,11%,3%,0.0

# Entries from the list above that contain bromine (4):
SMILES,PI5P4Ka inh,WRN helicase inh,EPAC1 antagonist,MmCpn inh,PLK1 PBD block,EPAC2 antagonist,EPAC1 ag,CCT modulator
Cc1cc(=O)[nH]c(SCC(=O)Nc2ccc(Br)cn2)n1,nt,-6%,7%,0%,-7%,-1%,5%,-5.3
COc1ccc(C(=O)c2[nH]c(N)c(C(=O)NCCc3c[nH]c4ccccc34)c2-c2ccccc2Br)cc1,2,-3%,-19%,nt,1%,-2%,-5%,-0.7
N/C(=N\OC(=O)/C=C/c1ccc(Br)cc1)c1ccccn1,-5,-3%,7%,-1%,-1%,-2%,-6%,3.9
O=C1CN(C(=O)COC(=O)c2ccc(Br)o2)c2ccccc2N1,7,-1%,-5%,0%,-4%,-3%,13%,0.0

# Next part:
SMILES,PI5P4Ka inh,WRN helicase inh,EPAC1 antagonist,MmCpn inh,PLK1 PBD block,EPAC2 antagonist,EPAC1 ag,CCT modulator
O=C1CC(c2ccccc2)C(C(=O)O)N1 (stereo not given),-2,-1%,1%,1%,-12%,2%,-6%,-0.2
CCc1c(C)sc(NC(=O)Cc2ccccc2C)c1C(=O)N1CCOCC1,1,-32%,-23%,2%,?,-3%,2%,-1.8
O=C1NN(c2ccc(Cl)c(Cl)c2)C(=O)/C1=C/c1ccc(-c2ccccc2C(=O)O)o1,-58*,32µM*,?,0%,19µM*,1%,8%,0.3
Cc1ccc2[nH]c(=O)c(CN(Cc3ccco3)C(=O)N3CCOCC3)cc2c1,-8,2%,-13%,-2%,-10%,24%,7%,-3.5
Cc1ccc2[nH]c(-c3ccccc3)c(CN3CCOCC3)c(=O)c2c1,-4,3%,10%,-1%,-2%,0%,0%,-2.6
COCOCCn1cc(CN2CCS(=O)(=O)N(Cc3ccc(-c4ccncc4)cc3)C(C(C)C)C2=O)nn1 (stereo not given),-5,0%,6%,nt,-1%,7%,-3%,-0.7

# Compound activity from PubChem.
